From PubChem BioAssay
GLS inhibitor – glutaminase GLS (human) inhibition; AID 624170; 0.21% of 410,000 active; O94925; Potency, µM (doses to about 45.5 µM), for the others: at the highest dose activity change, negative = inhibition, hits mostly inhibitors; GLS enzymatic activity, qHTS titration
Target sequence (O94925 whole entry, looked up): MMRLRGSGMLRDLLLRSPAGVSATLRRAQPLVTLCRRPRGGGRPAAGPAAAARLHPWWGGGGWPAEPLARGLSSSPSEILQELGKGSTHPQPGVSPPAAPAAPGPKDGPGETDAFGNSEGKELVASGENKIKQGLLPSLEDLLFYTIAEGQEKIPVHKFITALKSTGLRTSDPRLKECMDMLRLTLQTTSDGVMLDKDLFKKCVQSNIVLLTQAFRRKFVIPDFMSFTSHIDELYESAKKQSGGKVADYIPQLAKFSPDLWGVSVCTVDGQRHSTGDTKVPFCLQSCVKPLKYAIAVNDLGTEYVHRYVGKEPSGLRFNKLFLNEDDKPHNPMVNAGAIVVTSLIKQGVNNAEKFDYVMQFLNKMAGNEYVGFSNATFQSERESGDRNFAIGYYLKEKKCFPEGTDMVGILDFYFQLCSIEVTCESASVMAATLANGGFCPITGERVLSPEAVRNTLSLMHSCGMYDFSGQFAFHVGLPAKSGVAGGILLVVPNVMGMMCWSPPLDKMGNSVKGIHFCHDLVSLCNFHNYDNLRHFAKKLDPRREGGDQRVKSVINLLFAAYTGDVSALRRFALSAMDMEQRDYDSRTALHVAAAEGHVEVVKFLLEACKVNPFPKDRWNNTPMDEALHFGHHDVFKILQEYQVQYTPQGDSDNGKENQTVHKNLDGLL
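hKGA in 45 mM KH2PO4 pH 8.2, 0.02% Tween-20 with pin-transferred compounds; 1 mM L-glutamine (stock) plus glutamate oxidase/HRP/Amplex Red coupling added. Fluorescence read initially and after 30 min at RT.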
Tb PGK inh – blocks T. brucei phosphoglycerate kinase | AID 602233 | PGK/GAPDH coupled, Kinase-Glo luminescence, 60 min | Potency, µM (titrated, usually from 57.5 µM), without a hit: top-dose activity change, negative = inhibition, usual class: inhibitors | 0.043% of 380,000 active; further: nearly all actives have a fitted effect of over 60% in size
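Luminescent ATP detection (Kinase-Glo Plus) follows a 60-minute room-temperature incubation, with wells lacking PGK as controls. Buffer: 100 mM TEA (pH 7.6), 5 mM MgCl2, 0.01% Tween-20. Coupling enzyme GAPDH (100 nM final) supplies unstable 1,3-BPG in-well.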
12-LOX inh – inhibitors of human 12S-lipoxygenase ALOX12; 1.1% of 580,000 active; purified 12hLO, xylenol orange hydroperoxide absorbance; AID 1671190; Potency, µM (doses to about 108 µM), for the others: at the highest dose activity change, negative = inhibition, actives largely listed as inhibitors
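Purified human 12hLO at 150 nM in 25 mM Hepes, 0.01% Triton X-100, pH 7.0, preincubated 15 min at room temperature with compound. Reaction started with 40 uM arachidonic acid, 30 min at room temperature. Hydroperoxide measured by Fe-xylenol orange, 573/405 nm absorbance ratio.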
* marks the source's active call; other numbers are inactive results; i = inactive; ? = inconclusive; & = joins results of further samples; [ ] = dose if it differs, or a comment. The call rests on the fitted dose curve; in most records, active means well fitted curve in the direction sought with a large enough effect; inconclusive means small, poorly fitted or top-dose-only effect, or another doubt; inactive means no such curve, though single readings can be large; an effect the other way counts as inactive or inconclusive. On the % scale 0 is the no-effect control and ±100 the full control effect; potency means the concentration at half of the fitted maximal effect. Only part of the results is shown; the hit share may differ from the screen's.

A first look, 3 compounds:
Order of values: GLS inhibitor, Tb PGK inh, 12-LOX inh
O=C(O)c1ccc(S(=O)(=O)NN=Cc2c[nH]c3ccccc23)cc1
    5%, 4%, -16%
O=C(NCc1ccc(Cl)cc1)N1CCN(C(=O)c2ccccc2)CC1
    0%, i, -3%&-1%
COC(=O)C[C@H]1C[C@@H]2c3cc(NC(=O)Nc4ccc(F)cc4)ccc3O[C@@H]2[C@@H](CO)O1
    16%, 11%, -1%

All compounds of this part, from the first entry:
Order of values: GLS inhibitor, Tb PGK inh, 12-LOX inh
O=C(O)c1ccc(S(=O)(=O)NN=Cc2c[nH]c3ccccc23)cc1
    5%, 4%, -16%
O=C(NCc1ccc(Cl)cc1)N1CCN(C(=O)c2ccccc2)CC1
    0%, i, -3%&-1%
COC(=O)C[C@H]1C[C@@H]2c3cc(NC(=O)Nc4ccc(F)cc4)ccc3O[C@@H]2[C@@H](CO)O1
    16%, 11%, -1%
COCCNC(=O)C[C@H]1C[C@H]2c3cc(NS(=O)(=O)c4ccc(F)cc4)ccc3O[C@H]2[C@H](CO)O1
    -10%, -5%, -6%
Cc1noc(NS(=O)(=O)c2ccc(NS(=O)(=O)c3ccc(C(C)(C)C)cc3)cc2)c1C
    -1%, 0%, -16%
CC(C)Oc1ccc2ccccc2c1CNC[C@H]1O[C@@H](n2ccc(N)nc2=O)[C@H](O)[C@@H]1O
    -7%, -4%, -3%
CC(=O)c1cccc(NC(=O)C(C)Sc2nnc3ccccn23)c1 (stereo not drawn)
    1%, i, 13%
CCCn1c(C)cc(C(=O)CN2C(=O)c3ccccc3S2(=O)=O)c1C
    -2%, i, -18%
CC1(c2cccc(Br)c2)NC(=O)N(CC(=O)NCCC2=CCCCC2)C1=O (stereo not drawn)
    19%, -6%, -4%
CC1NC(=O)c2cccnc2-n2c1nc1ccccc1c2=O (stereo not drawn)
    -3%, -5%, 0%
CCCC#Cc1ccc2c(c1)O[C@@H](CN(C)Cc1ccc3c(c1)OCO3)[C@H](C)CN([C@@H](C)CO)S2(=O)=O
    2%, -7%, ?
Cc1ccc(S(=O)(=O)N2CCC(C(=O)OCC(=O)N(Cc3ccccc3)C(C)C)CC2)cc1C
    4%, -10%, -28%
C[C@H]1CN([C@@H](C)CO)C(=O)CCCn2nncc2CO[C@H]1CN(C)C(=O)Nc1ccnc(N2CCOCC2)c1
    -3%, -6%, 0%
Cc1ccccc1C(=O)NNS(=O)(=O)c1ccc(F)cc1
    22%, 2%, 0%
CCC[C@H]1CN(c2ccccc2)C(=O)[C@@H]1CC(=O)NC
    1%, -2%, 25%
C[C@H]1CN([C@@H](C)CO)C(=O)CCCn2nncc2CO[C@@H]1CN(C)Cc1ccc2c(c1)OCCO2
    4%, i, -4%
O=C1OCC/C1=C\NCCCN/C=C1\CCOC1=O
    6%, -1%, -13%
Cc1ccc(Cc2c(-c3ccccc3)nc3cc(C)ccn23)cc1
    1%, -7%, ?
C[C@@H]1CN([C@@H](C)CO)C(=O)c2cc(N(C)C)ccc2O[C@@H](C)CCCCO[C@@H]1CN(C)Cc1ccc2c(c1)OCO2
    32%[activator], -10%, -6%
Cc1noc(C)c1NC(=O)N(C)C[C@@H]1OCc2ccccc2-c2c(n(C)c3ccccc23)C(=O)N([C@H](C)CO)C[C@H]1C
    1%, 0%, -5%
O=C(COC(=O)c1cc(=O)c2ccccc2o1)NCc1ccc(Cl)cc1
    2%, -7%, ?
O=C(O)c1cccc2c1C(=O)c1ccc(N3CCN(Cc4ccc5c(c4)OCO5)CC3)cc1S2(=O)=O
    18%, -5%, ?
COc1ccc(CCNC(=O)c2ccc(F)c(S(=O)(=O)N3CCCCC3)c2)cc1
    -7%, -2%, -14%
COc1ccc(S(=O)(=O)N2CCC(C(=O)N[C@@H](C)C(=O)N3CCCC3)CC2)cc1
    0%, -3%, -6%
O=C(NCCO)/C(=C\c1cccc([N+](=O)[O-])c1)NC(=O)c1cccs1
    1%, -1%, 3%
COc1ccc2c(c1)CCCO[C@]21O[C@H](CCO)C[C@H](O)[C@H]1O
    -4%, 5%, ?
O=C(c1nc2ccc(Cl)cn2c1CN1CCC[C@H]1CO)N1CCc2ccccc2C1
    -4%, 3%, 1%
CCn1c(C)cc(C(=O)COC(=O)CNC(=O)c2ccco2)c1C
    -13%, i, -2%
N#Cc1ccc(NC(=O)COC(=O)c2cccc(S(=O)(=O)N3CCCC3)c2)cc1
    0%, i, -3%
COc1ccc(S(=O)(=O)Nc2ccc3c(c2)C(=O)N([C@@H](C)CO)C[C@@H](C)[C@H](CN(C)S(=O)(=O)c2ccc(F)cc2)OCCCC[C@H](C)O3)cc1
    1%, -4%, -9%

(list continues)
Order of values: GLS inhibitor, Tb PGK inh, 12-LOX inh
Cc1cccc(C(=O)C(O)(c2ccccc2)C2CCCCC2=O)c1 (stereo not drawn)
    -1%, -9%, -17%
Cc1ccc(S(=O)(=O)NC[C@H]2O[C@@H](n3ccc(N)nc3=O)[C@H](O)[C@@H]2O)s1
    -1%, 0%, 12%
CCN(CC)C(=O)C1=C(C)N(CCC2=CCCCC2)C(=O)C(CC(=O)NCCc2ccccn2)C1 (stereo not drawn)
    8%, 1%, ?
Cn1c(/N=C(\N)c2ccccc2)nc2ccccc21
    0%, 0%, 21%
COc1cccc(-n2c(SCC(=O)NC3CC3)nc3ccccc3c2=O)c1
    1%, -8%, -8%
C[C@H]1CN([C@@H](C)CO)C(=O)CCCn2cc(nn2)CO[C@@H]1CN(C)S(=O)(=O)c1ccc2ccccc2c1
    -7%, -9%, 77%[activator]
CC1=C(C(=O)N(C)C)CC(CC(=O)NCc2ccco2)C(=O)N1CCC1=CCCCC1 (stereo not drawn)
    1%, -3%, 16%
Cc1ccc(NS(=O)(=O)c2ccc(-c3coc(C)n3)cc2)c(Cl)c1
    -13%, 0%, 13%&-17%
CC(C)CCNC(=O)c1cc(S(=O)(=O)N2CCC3(CC2)OCCO3)ccc1F
    -10%, -6%, 2%
CN(C(=O)COC(=O)COc1ccc2ccccc2c1)c1ccccc1
    0%, i, -3%
COc1ccc(C(=O)CSc2nc(=O)n3ccc(C)cc3n2)cc1
    -9%, -5%, 1%
O=C(CNc1cccc(S(=O)(=O)N2CCCCC2)c1)Nc1ccc(C(F)(F)F)cc1
    1%, i, ?
O=C(Cc1ccccc1)NCC(=O)N1CCN(c2ccc(F)cc2)CC1
    11%, -5%, 1%
Cc1ccc(C(=O)Nc2ccccc2C(=O)N2CC(C)OC(C)C2)cc1 (stereo not drawn)
    -8%, i, -3%
COc1ccc(C(=O)Nc2ccc3c(c2)OCO3)cc1S(=O)(=O)N1CCOCC1
    -9%, i, 7%
C[C@@H]1CN([C@@H](C)CO)C(=O)c2cc(C#CCN(C)C)cnc2O[C@H]1CN(C)Cc1ccc2c(c1)OCO2
    3%, -6%, -23%
CCN(CC(=O)Nc1c(F)cccc1F)C(=O)c1ccc2c(c1)C(=O)N(c1ccccc1C)C2=O
    -2%, i, -14%
C[C@@H]1CN([C@@H](C)CO)C(=O)c2cc(Br)cnc2O[C@@H]1CN(C)C(=O)C1CCCCC1
    -1%, i, 17%
COc1ccc(CCN2CC(C(=O)NCc3cn(C)nc3C)CCC2=O)cc1 (stereo not drawn)
    -1%, i, 0%
Cc1ccc([C@H]2C[C@@H](O)[C@H](n3cc(-c4ccc(F)cc4)nn3)CN2Cc2cccs2)cc1
    -1%, -8%, -1%
O=C(COC(=O)c1cccc(-n2cnnn2)c1)c1ccc(F)c(F)c1
    2%, -4%, -25%
CSc1ccccc1NC(=O)CN(C)C(=O)CNC(=O)c1ccc(Oc2ccccc2)cc1
    0%, -6%, -20%
C[C@H](CO)N1C[C@H](C)[C@@H](CN(C)C(=O)c2cccnc2)Oc2ncc(Br)cc2C1=O
    1%, -6%, -8%
O=C(Nc1ccc2ccccc2c1)c1ccccc1Cl
    0%, -6%, 1%
COc1ccc2nc(C)cc(Nc3ccccc3OC)c2c1
    -4%, -14%, 2%
CCn1c(CC(=O)Nc2ccccc2F)nnc1SCC(=O)NC1=NCCS1
    -1%, -8%, -2%
O=C(C1CN(C(=O)c2cc3ccccc3o2)c2ccccc2O1)N1CCCCC1 (stereo not drawn)
    5%, -9%, -14%
CCOC(=O)c1ccc(NC(=O)c2ncn3c2C(=O)NC[C@@H]3C)cc1
    -1%, -10%, 8%
CCCCCCn1c(=O)n2n(c1=O)C[C@]1(OC(=O)NCc3ccco3)CN(S(=O)(=O)c3ccc(C)cc3)C[C@]1(O)C2
    -3%, -2%, -5%
COC1CC(N)C2OC(c3ccccc3)OCC2O1 (stereo not drawn)
    3%, 5%, -6%

Continuation.
Order of values: GLS inhibitor, Tb PGK inh, 12-LOX inh
COc1ccccc1N(CC(=O)NCc1ccccc1)S(=O)(=O)c1cccs1
    -1%, -1%, 8%
C[C@H]1CN([C@@H](C)CO)C(=O)c2cc(Br)cnc2O[C@H]1CN(C)C(=O)c1cnccn1
    8%, 3%, 2%
Cc1nnc(Cc2ccco2)c2n[nH]c(C)c12
    ?, -2%, -2%
COC1CC(NC(C)=O)C(OC(=O)c2ccccc2)C(CBr)O1 (stereo not drawn)
    -5%, i, -28%
CCOC(=O)c1c(C)[nH]c(C)c1C(=O)COC(=O)c1nn(CC)c(=O)c2ccccc12
    -20%, -1%, -2%
CCOc1ccc(S(=O)(=O)NCCC(=O)NNC(=O)c2ccc(F)cc2)cc1
    14%, -1%, -7%
CCCCN1C(=O)C(CC(=O)NC2CCCC2)CC(C(=O)N(C)C)=C1C (stereo not drawn)
    0%, -6%, 1%
CSc1nc(S(=O)(=O)c2ccc(C)cc2)c(N2CCOCC2)s1
    -3%, -11%, ?
Cc1cc(=O)c2c(N(C)C)cccc2[nH]1
    17%, -13%, -4%
CC(=O)Nc1ccc(C(=O)OCC(=O)NC2CCCCCC2)cc1
    -4%, 0%, -13%
CCC1(c2ccccc2)CN(C)C1=O (stereo not drawn)
    2%, 0%, 2%
O=C(C1CCCCC1)N1C[C@@H](O)[C@H](n2cc(C3CC3)nn2)C[C@@H]1c1ccc(Cl)cc1
    1%, -10%, -8%
CC(=O)Nc1ccc2nc(NC(=O)CS(=O)(=O)c3ccc(F)cc3)sc2c1
    -3%, -1%, -1%
C[C@@H]1CN([C@@H](C)CO)S(=O)(=O)c2ccc(Br)cc2O[C@H]1CN(C)C(=O)c1ccccc1F
    3%, -5%, 10%
N#CC(C(O)c1ccccc1)N1CCOCC1 (stereo not drawn)
    0%, -3%, -3%
CCc1ccc(C#CC2=CC(=O)CC(C)(C)C2)cc1
    1%, 4%, -4%
CCCCCCN1C[C@H](n2cc(C3CC3)nn2)[C@@H](O)C[C@@H]1c1ccccc1
    0%, -4%, ?
O=C(Nc1ccn(CCCNCC(c2ccccc2)c2ccccc2)c(=O)n1)OCc1ccccc1
    0%, -3%, 38%[activator]
CCCCCN(C(=O)CCC(=O)OC(C)C(=O)Nc1ccccc1C)c1c(N)n(CCCC)c(=O)[nH]c1=O (stereo not drawn)
    0%, 2%, ?
COc1ccccc1C(=O)NCCC(=O)NCCOc1ccc(C)cc1
    -2%, 6%, 6%
COC(=O)N(C)C[C@@H]1OCc2cnnn2CCCC(=O)N([C@@H](C)CO)C[C@@H]1C
    1%, -6%, -5%
CC1Cc2ccccc2N1C(=O)CSc1ccccn1 (stereo not drawn)
    -4%, i, 7%
COc1ccc(NC(=O)COC(=O)C2COc3ccccc3O2)cc1 (stereo not drawn)
    -5%, i, 9%
COc1ccc(C2NC(=O)c3ccccc3N2)c(OC)c1OC (stereo not drawn)
    5%, -11%, 22%
O=S1(=O)CCN(CCc2ccccc2)CC1
    -7%, -4%, 1%
C[C@H]1CN([C@@H](C)CO)C(=O)CCCn2cc(nn2)CO[C@@H]1CN(C)S(=O)(=O)c1cccc(C#N)c1
    6%, 4%, -3%
O=C(NCc1nnnn1-c1ccc(F)cc1)c1ccc2c(c1)OCO2
    9%, 0%, -17%
C[C@H](CO)N1C[C@H](C)[C@@H](CN(C)S(=O)(=O)c2ccccc2F)Oc2ncc(C#Cc3cccnc3)cc2C1=O
    1%, i, ?
CCC/C=C/c1ccc(CN2C(CC(C)C)C(=O)N(Cc3cn(CCC4OCCO4)nn3)CCS2(=O)=O)cc1 (stereo not drawn)
    -1%, -7%, ?

Only Tb PGK inh (2 entries from above):
| compound | Tb PGK inh |
| --- | --- |
| O=S1(=O)CCN(CCc2ccccc2)CC1 | -4% |
| CCC[C@H]1CN(c2ccccc2)C(=O)[C@@H]1CC(=O)NC | -2% |
